S3 lipid droplet = qHTS Assay for Lipid Storage Modulators in Drosophila S3 Cells; Drosophila S3 cells, BODIPY lipid droplet fluorescence, 18-24 h; cells fed with added oleic acid; lipid storage change, negative = inhibition, % at the top dose, mostly 46.1 µM; hits show Potency in µM; 320,000 tested, 0.64% active; active = well fitted inhibition curve with a large enough effect in the signal ratio, with a control signal flat, not every such curve was filed as active; inconclusive = small, poorly fitted or top-dose-only effect, or effect the other way, or a change in a side signal; the % refers to the signal ratio
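Laser-scanning cytometry quantifies lipid droplet accumulation (500–530 nm total intensity; droplet/cell object ratio) in oleic acid-fed (400 uM added) Drosophila S3 cells treated with a concentration series. 20 uM Triacsin C defined 100% inhibition.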
S3 lipid droplet cell count max = also measured in S3 lipid droplet; calls as there; cell number change, %; measured here: cell count max response;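 cells counted by Cell Tracker Red CMTPX staining in the red channel; peak over a dose series mostly up to 46.1 µM; percent activity relative to internal control wells on each plate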
* marks the source's active call; other numbers are inactive results; i = inactive; ? = inconclusive; · = not tested or not shown. % is set by controls: 0 for no effect and ±100 for the full control effect; potency is the fitted concentration of half-maximal effect. A portion of the library; rates above refer to the full screens.

nr	SMILES	S3 lipid droplet	S3 lipid droplet cell count max
1	CCN(CC)C(=O)c1ccc(NC(=O)COc2ccc([N+](=O)[O-])cc2Cl)cc1	23%	24
2	COc1cccc(CCNCc2ccc(SC)cc2)c1	?	·
3	CN(C)CC1CSCCC1(O)c1ccc(C(F)(F)F)cc1 (stereo unspecified)	?	·
4	Cc1cccc(N2C(=O)NC(=O)/C(=C/c3ccc(N4CCOCC4)cc3)C2=O)c1	?	·
5	Fc1ccc(C[n+]2c(-c3ccccc3)cc(-c3ccccc3)cc2-c2ccccc2)cc1	?	·
6	CCN1C(=O)NC(=O)/C(=C\c2cn(CC(=O)N3CCCCC3)c3ccccc23)C1=O	?	·
7	Cc1cc(OCC(=O)OC(C)C)c2c3c(c(=O)oc2c1)CCCC3	-12%	-19
8	O=C(COc1ccc(Br)cc1)N1CCN(C2CCCC2)CC1	i	14
9	COc1cc(/C=C/[N+](=O)[O-])ccc1OC(=O)c1cccnc1	?	·
10	Cc1cccc(N2C(=O)NC(=O)/C(=C\c3ccc4c(c3)CCCN4Cc3ccccc3)C2=O)c1	?	·
11	O=[N+]([O-])c1cccnc1N1CCCNCC1	-5%	-4
12	C[C@H](NC(=O)N1C[C@H]2C[C@@H](C1)c1cccc(=O)n1C2)C(=O)Nc1ccc(F)c(F)c1	8%	-9
13	O=C1NC(=O)C(=Cc2ccc(-c3ccccc3[N+](=O)[O-])o2)C(=O)N1	?	·
14	CN1CCN(C(=O)COc2ccc(N(C)S(=O)(=O)c3ccc(F)cc3)cc2)CC1	?	·
15	O=C(c1ccc(N2CCCCCC2)c([N+](=O)[O-])c1)N1CCC2(CC1)OCCO2	?	·
16	Cc1ccc(C)c(N2CCN(C(=O)CCS(=O)(=O)c3ccc4c(c3)oc(=O)n4C)CC2)c1	?	·
17	O=c1[nH]c(=O)n(C2CCCCCC2)c(O)c1C=NCCCN1CCOCC1	?	·
18	O=C(COC(=O)Cc1ccccc1)NC(=O)NC1CCCCC1	?	·
19	C=CCN1C(=O)NC(=O)/C(=C/c2ccc(OC)c(COc3ccc(NC(C)=O)cc3)c2)C1=O	2%	1
20	CNC(=O)Oc1cccc(-c2cn3cc(Cl)ccc3n2)c1	?	·
21	CCc1ccccc1NC(=O)N1C[C@H]2C[C@@H](C1)c1cccc(=O)n1C2	1%	3
22	Cc1ccc(Cn2cc(C=O)c(-c3ccc(C)cc3)n2)cc1	?	·
23	Cc1sc2ncn(CC(=O)N3CCC4(CC3)OCCO4)c(=O)c2c1C	?	·
24	O=C1NC(=O)C(=Cc2ccc(N3CCN(C(=O)c4ccccc4)CC3)c([N+](=O)[O-])c2)C(=O)N1	13%	11
25	NS(=O)(=O)c1ccc(N2CCNCC2)cc1	-8%	0

By substructure: those above containing a carbonyl joined to an NH by a bond outside any ring
nr	SMILES	S3 lipid droplet	S3 lipid droplet cell count max
1	CCN(CC)C(=O)c1ccc(NC(=O)COc2ccc([N+](=O)[O-])cc2Cl)cc1	23%	24
12	C[C@H](NC(=O)N1C[C@H]2C[C@@H](C1)c1cccc(=O)n1C2)C(=O)Nc1ccc(F)c(F)c1	8%	-9
18	O=C(COC(=O)Cc1ccccc1)NC(=O)NC1CCCCC1	?	·
19	C=CCN1C(=O)NC(=O)/C(=C/c2ccc(OC)c(COc3ccc(NC(C)=O)cc3)c2)C1=O	2%	1
20	CNC(=O)Oc1cccc(-c2cn3cc(Cl)ccc3n2)c1	?	·
21	CCc1ccccc1NC(=O)N1C[C@H]2C[C@@H](C1)c1cccc(=O)n1C2	1%	3

(continued)
nr	SMILES	S3 lipid droplet	S3 lipid droplet cell count max
26	Cc1ccc(/C=C2\C(=O)NC(=O)N(CCc3ccc(F)cc3)C2=O)o1	?	·
27	O=C1CN=C(c2ccccc2)c2c(sc3c2CCCC3)N1	-3%	-9
28	O=c1c2ccccc2nc(/C=C/c2ccccc2)n1-c1ccccc1O	-2%	-16
29	CCOc1ccc(N2C(=O)/C(=C\c3cccs3)C(=O)NC2=S)cc1	?	·
30	COC(=O)C1=C(c2cccc(C#N)c2)C[C@@H]2CC[C@H]1N2C(=O)NCC1CC1	-3%	-3
31	O=[N+]([O-])c1cccc(CCl)c1	?	·
32	O=C1NCCN2CCCC12 (stereo unspecified)	?	·
33	O=C(NCC(c1cccnc1)N1CCN(c2ccccc2F)CC1)Oc1ccccc1 (stereo unspecified)	?	·
34	O=C(O)COc1ccccc1/C=C1\C(=O)NC(=O)N(CCC2=CCCCC2)C1=O	?	·
35	COc1ccc(-c2nn(CCC#N)cc2C(=O)NCc2ccccc2)cc1	?	·
36	CCC(=O)c1ccc(OC)c(OC)c1	?	·
37	COc1cc2c(cc1OC)C(C(=O)N(C)C1CCCCC1)C1CCCCN1C2=O (stereo unspecified)	?	·
38	O=C(c1cc(F)ccc1F)C1CCCN(Cc2cccc(Cl)c2)C1 (stereo unspecified)	8%	-2
39	O=C(COc1ccc(Cl)cc1)N(c1ccccc1Cl)C1CN2CCC1CC2 (stereo unspecified)	17%	-2
40	CC1=CC(=O)C2=C(C)CC(O)C3C(C)C(=O)OC3C12 (stereo unspecified)	15%	0
41	CCCC(C)n1[nH]c(=O)c2c1NC(=O)CSC2c1ccc(OC)c(OC)c1 (stereo unspecified)	?	·
42	COCCNC(=O)CN1C2CCC1CC(O)(c1cccnc1)C2 (stereo unspecified)	?	·
43	CCCCn1c(O)c(C(CC)=Nc2ccc(OCC)cc2)c(=O)[nH]c1=O	?	·
44	COC(=O)C1=C(c2cccc(OCc3ccccc3)c2)C[C@@H]2CC[C@H]1N2C(=O)NCc1cccc(F)c1	i	·
45	Cc1ccc(S(=O)(=O)CC(=O)c2cc(C)c(OC(=O)N(C)C)c(C)c2)cc1	?	·
46	O=C1CC(=O)N(c2cccc(F)c2)C(=O)N1	?	·
47	CC1CN(c2ccc([N+](=O)[O-])cc2Cl)CCN1 (stereo unspecified)	-21%	·
48	NC(=S)N/N=C/c1coc2ccccc2c1=O	-2%	3
49	O=C1C2CCCN2C(c2cccnc2)N1c1cccc(Cl)c1 (stereo unspecified)	1%	·
50	C=CCn1cc(C=C2C(=O)N(C)C(=O)N(C)C2=O)c2ccccc21	?	·

Three of the compounds above, with two lines to a compound:
Order of values – S3 lipid droplet | S3 lipid droplet cell count max
43. CCCCn1c(O)c(C(CC)=Nc2ccc(OCC)cc2)c(=O)[nH]c1=O
  ? | ·
44. COC(=O)C1=C(c2cccc(OCc3ccccc3)c2)C[C@@H]2CC[C@H]1N2C(=O)NCc1cccc(F)c1
  i | ·
45. Cc1ccc(S(=O)(=O)CC(=O)c2cc(C)c(OC(=O)N(C)C)c(C)c2)cc1
  ? | ·

(list continues)
nr	SMILES	S3 lipid droplet	S3 lipid droplet cell count max
51	CN(C)C(=O)Oc1ccc(OC(=O)N(C)C)cc1	-13%	3
52	CSc1nc(N)c(N=Nc2ccc([As](=O)(O)O)cc2)c(=O)[nH]1	?	·
53	NC(Cc1ccccc1)c1nc(-c2ccccc2)no1 (stereo unspecified)	23%	19
54	CCCCOP(=O)(c1ccc(N(C)C)cc1)C(O)c1ccncc1 (stereo unspecified)	?	·
55	CC(=O)Nc1ccccc1OC(=O)N(C)C	?	·
56	COc1ccc(C(c2ccc(OC)cc2)C(Cl)(Cl)Cl)cc1	?	·
57	CSc1ncc(Cl)c(C(=O)O)n1 (tested in a mixture with another compound)	?	·
58	CCOP(=O)(C#CC(C)(C)C)C(O)(c1ccccc1)C(F)(F)F (stereo unspecified)	?	·
59	COc1ccc(C)cc1NC1=NC(C)(C)CS1	6%	-11
60	CCC(=NCc1cccnc1)c1c(O)n(-c2ccc(C)cc2)c(=O)[nH]c1=O	9%	18
61	COC(=O)C1CN(C#N)N(c2ccc(Cl)cc2)C12c1ccccc1-c1ccccc12 (stereo unspecified)	?	·
62	CC12CN3CC(c4ccccc4)(CN(C1)C31CCCCC1)C2=O	?	·
63	CCOc1c(Cl)cc(CNC(C)C(O)c2ccccc2)cc1OC (stereo unspecified)	-11%	-15
64	CC1=NN(c2ccccc2)C(=O)C1/C=C1/C(=O)NC(=O)N(c2cc(C)cc(C)c2)C1=O (stereo unspecified)	-1%	0
65	CN1C(=O)C(=Cc2ccc(SC3CCCCC3)o2)C(=O)N(C)C1=O	0%	18
66	Cc1cccc(NP(=O)(Oc2ccccc2)Oc2ccccc2)c1C	?	·
67	COc1ccc(Cn2c(O)c(/C=N/NC(=O)c3ccncc3)c(=O)[nH]c2=O)cc1	13%	5
68	O=C(Cc1ccccc1)NC(Oc1ccccc1Cl)C(Cl)(Cl)Cl (stereo unspecified)	?	·
69	C/C=C1/C[C@@H](C)[C@](O)(CO)C(=O)OCC2=CCN3CC[C@@H](OC1=O)[C@@H]23	?	·
70	O=c1c2ccccc2nc(Cc2ccccc2)n1-c1ccc(O)cc1	3%	8
71	CN(C(=O)Oc1cccc2cccnc12)c1ccccc1	?	·
72	CN1C(=O)C(O)N=C(c2ccccc2)c2ccccc21 (stereo unspecified)	?	·
73	CCCC1(CCC)C(=O)NC(=NCc2ccccc2)NC1=O	?	·
74	O=C(NC1CC2CCCC(C1)N2)c1ccccc1 (stereo unspecified)	1%	4
75	O=C(Oc1c(Cl)cc(Cl)c2cccnc12)N1CCCCC1	?	·

Other records.
nr	SMILES	S3 lipid droplet	S3 lipid droplet cell count max
76	CC(Cc1cnccn1)NCc1c(C(=O)N2CCCCCCC2)nc2ccc(Cl)cn12 (stereo unspecified)	18%	6
77	CNC(=O)Oc1ccc(C(=O)N2c3ccccc3NC(=O)C2C)cc1 (stereo unspecified)	27%	26
78	O=C(COC(=O)Cc1ccccc1)NCCNC(=O)COC(=O)Cc1ccccc1	?	·
79	O=C(COc1ccc2ccc(=O)oc2c1)N1C[C@H]2C[C@@H](C1)c1cccc(=O)n1C2	?	·
80	CN(C)C(=O)Oc1cccc(OCc2n(C)c3ccccc3[n+]2C)c1	1%	2
81	COc1cccc(NC2=NCCCS2)c1	11%	15
82	O=C(NC1CC1)C1CSC(c2cccnc2)=N1 (stereo unspecified)	?	·
83	CCCOc1ccc(N2C(=O)CC(N3CC=C(c4ccccc4)CC3)C2=O)cc1 (stereo unspecified)	?	·
84	Clc1ccc(CCC(Cn2ccnc2)Sc2c(Cl)cccc2Cl)cc1 (stereo unspecified)	?	·
85	Fc1ccc(CNCCc2ccc3c(c2)OCO3)cc1	?	·
86	COc1ccc(-n2c(O)c(C=Nc3c(C)n(C)n(-c4ccccc4)c3=O)c(=O)[nH]c2=O)cc1	?	·
87	O=C(Cc1ccccc1)Oc1ccccc1N1C(=O)CCC1=O	?	·
88	C[n+]1c2ccccc2nc2ccc(NCCO)cc21	?	·
89	CN1CCN2c3ccc(N)cc3CC3(C(=O)NC(=O)NC3=O)C2C1 (stereo unspecified)	?	·
90	Cc1ccc(N2C(=O)/C(=C/c3ccc(CN(CCC#N)S(C)(=O)=O)o3)C(=O)NC2=S)cc1	-9%	10
91	O=c1[nH]c(O)c(C=NCCc2ccccc2)c(=O)[nH]1	?	·
92	Cn1cc(C(=O)NP(=O)(N2CCOCC2)N2CCOCC2)c2ccccc21	?	·
93	COc1ccc(C(=O)C23CN4CN(CN(C4)C2)C3)cc1	0%	5
94	CCn1c(O)c(C=Nc2ccc(S(N)(=O)=O)cc2)c(=O)[nH]c1=S	?	·
95	O=c1c2ccccc2nc(/C=C/c2ccc(F)cc2)n1-c1ccccn1	4%	6
96	CN1CCC(N(C)c2nc(-c3ccccc3)nc3ccccc23)CC1	i	-5
97	C/C(=N\NC(=O)c1ccncc1)c1c(O)n(-c2ccccc2)c(=O)[nH]c1=O	?	·
98	N#Cc1ccccc1Cn1cc(C(=O)c2ccccc2F)c2ccccc21	12%	-4

Grouped by structure: the compounds so far with a thiophene ring, fused or not
nr	SMILES	S3 lipid droplet	S3 lipid droplet cell count max
23	Cc1sc2ncn(CC(=O)N3CCC4(CC3)OCCO4)c(=O)c2c1C	?	·
27	O=C1CN=C(c2ccccc2)c2c(sc3c2CCCC3)N1	-3%	-9
29	CCOc1ccc(N2C(=O)/C(=C\c3cccs3)C(=O)NC2=S)cc1	?	·
